IkB sig inh – suppresses IkB signaling in ABC-DLBCL reporter cells; ABC-DLBCL IkBa-CBG/CBR dual luciferase ratio, 4 h; response scale: scaled: untreated 0%, proteasome inhibitor 100%; Potency, µM (series often up to 57.1 µM), inactives show at the top dose IkBa stabilization activation; hit rate 0.04% among 110,000; AID 445; active = well fitted curve in the direction sought with a large enough effect in the signal ratio, not every such curve was filed as active; inconclusive = small, poorly fitted or top-dose-only effect, or a change in a side signal; the % refers to the signal ratio;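 note: the direction sought is a rising ratio; 0% = basal untreated cells and 100% = reference inhibitor full response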
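In this assay, an IκBα–CBG68 fusion accumulates when IKK-driven degradation is blocked; native CBR normalizes for cell number. OCI-Ly3 cells were treated 4 h with compound and doxycycline, then green and red light read after Chroma-Glo addition.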
Imprint erasure – inducers of genomic imprint erasure in mouse ES cells; mouse ES Peg3-LacZ reporter, beta-gal luminescence, 40 h; Potency, µM (highest dose often 60.7 µM), for the others: at the highest dose activity change, positive = activation, actives largely listed as activators; hit rate 0.02% among 110,000; AID 1948;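 note: 0% = negative control wells on the plate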
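Each well holds 300 Peg3LacZ-Neo (maternal) female ES cells incubated 40 h at 37C, 5% CO2. LacZ is measured by BetaGlo luminescence, with AC50 and maximum efficacy derived from dose-response curves.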
p53ts 32C kill – p53ts cell cytotoxicity, permissive temperature | H1299-p53A138V at 32C, ATP luminescence viability, 24 h | Potency, µM (series often up to 46.1 µM), without a hit: at the highest dose activity change, negative = cytotoxicity, hits mostly cytotoxic | hit rate 0.93% among 130,000 | AID 924;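 note: 0% = DMSO and -100% = full killing by reference compound; nearly all actives have a fitted effect of over 55% in size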
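Cells: H1299 p53ts (A138V), 600/well, pre-incubated 16–30 h at 37C. Cpd up to 46 uM, 24 h, 32C. Readout: ATPlite luminescence, 20 min RT. Normalization: DMSO vs tamoxifen 100 uM. AC50 by Hill equation.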
p53ts 39C kill – p53ts cell cytotoxicity, nonpermissive temperature; Potency, µM (titrated, usually from 46.1 µM), inactives show at the highest dose activity change, negative = cell killing, usual class: cytotoxic; H1299-p53A138V viability at 39C, ATP luminescence, 24 h; hit rate 1.5% among 130,000; note: nearly all actives have a fitted effect of over 55% in size
Numbers without * were called inactive; ? = inconclusive; / = not tested or not shown; & = joins results of further samples; [ ] = remark or other dose. Unless noted, calls come from the whole dose curve; as a rule, active = well fitted curve in the direction sought with a large enough effect; inconclusive = small, poorly fitted or top-dose-only effect, or another doubt; inactive = no such curve, though single readings can be large; an effect the other way counts as inactive or inconclusive. Unless noted, % is set by controls: 0 for no effect and ±100 for the full control effect; potency is the fitted concentration of half-maximal effect.

The first 5 records, to show the layout:
SMILES	IkB sig inh	Imprint erasure	p53ts 32C kill	p53ts 39C kill
COc1ccc(-c2cnc(C)o2)cc1S(=O)(=O)Nc1ccc(OC(F)(F)F)cc1	?	-9%[10.9 µM]	-6%	?
Cc1oc(-c2cccs2)nc1CS(=O)CC(=O)NC1CCCCCC1 (stereo not drawn)	4.7%	-20%	2%	16%
CCc1ccc(NC(=O)CC2NCCNC2=O)cc1 (stereo not drawn)	-1.9%	-4%	-4%	-2%
CCN(CC)CCCC(C)NC(=O)c1ccc(Cc2nc3ccccc3[nH]2)cc1 (stereo not drawn)	/	/	9%	-4%
O=C(NCc1ccccc1F)C(=O)NCC(c1ccc2c(c1)OCO2)N1CCOCC1 (stereo not drawn)	3.2%	21%[10.9 µM]	9%	-16%

Main list, previewed entries included:
SMILES	IkB sig inh	Imprint erasure	p53ts 32C kill	p53ts 39C kill
COc1ccc(-c2cnc(C)o2)cc1S(=O)(=O)Nc1ccc(OC(F)(F)F)cc1	?	-9%[10.9 µM]	-6%	?
Cc1oc(-c2cccs2)nc1CS(=O)CC(=O)NC1CCCCCC1 (stereo not drawn)	4.7%	-20%	2%	16%
CCc1ccc(NC(=O)CC2NCCNC2=O)cc1 (stereo not drawn)	-1.9%	-4%	-4%	-2%
CCN(CC)CCCC(C)NC(=O)c1ccc(Cc2nc3ccccc3[nH]2)cc1 (stereo not drawn)	/	/	9%	-4%
O=C(NCc1ccccc1F)C(=O)NCC(c1ccc2c(c1)OCO2)N1CCOCC1 (stereo not drawn)	3.2%	21%[10.9 µM]	9%	-16%
COc1ccc(CNC(=O)C2CCCN(c3nccc(C)n3)C2)cc1 (stereo not drawn)	/	/	1%	23%
CCS(=O)(=O)N1CCCc2cc(C(=O)Nc3cc([N+](=O)[O-])ccc3C)ccc21	2.0%	-18%[10.9 µM]	-29%	-25%
Cc1cc(C)n(-c2ccc(Cl)c(C(=O)O)n2)n1	1.2%	-2%	4%	2%
Cc1ccc(S(=O)(=O)Nc2ccc(C(=O)Nc3cc(C)on3)cc2)cc1	8.8%	-12%	16%	2%
CCN=C1SC(CC(=O)NC(N)=O)C(=O)N1CC (stereo not drawn)	0.2%	3%	-6%	-20%
Cc1ccc2nc(-c3ccc(NC(=O)COc4ccccc4)cc3)sc2c1	3.5%	-13%[10.9 µM]	?	?
Cn1nc(OCCOc2ccccc2)ccc1=O	-1.9%	-32%[inhibitor]	-3%	-1%
CCC(=O)N1CCc2cc(Br)cc(S(=O)(=O)CCC(=O)NCCc3cccc(C)c3)c21	2.5%	-12%[10.9 µM]	16%	25%
O=C(O)c1ccc2c(c1C(=O)O)C(=O)OC2(c1ccc(O)cc1)c1ccc(O)cc1	-0.2%[11.4 µM]	-9%[10.9 µM]	10%[9.22 µM]	13%[9.22 µM]
CC(C)N(C(=O)N1CCC(c2nc(-c3ccncc3)no2)CC1)C(C)C	7.5%	-5%	-2%	-10%
CCC(=O)N[C@@H]1CCc2cccc(OC)c2C1	0.6%	-11%	-1%	-7%
CC(C)c1ccc(NC(=O)CCNS(=O)(=O)c2ccc3c(c2)oc(=O)n3C)cc1	?	-11%[10.9 µM]	-4%	-9%
Cc1cccc(-n2c(-c3ccccc3)cn3c4c(=O)[nH]c(=O)n(C)c4nc23)c1	-2.1%	12%[10.9 µM]	2%	39%[activator]
CCOC(=O)CNC(c1ccccc1)c1cc(Br)ccc1NC(=O)c1cccc(Cl)c1 (stereo not drawn)	3.0%	-12%[10.9 µM]	15%	-17%
O=c1c2ccccc2nnn1CSc1nnc(-c2cccc(S(=O)(=O)N3CCCCC3)c2)o1	1.0%	-16%	3%	-1%
O=C(CSc1ncnc2c1oc1ccccc12)Nc1cccc(Cl)c1	1.1%	-17%	-4%	-10%
COc1ccc(CCNC(=O)CCCn2c(=O)c3ccccc3n(Cc3ccccc3C)c2=O)cc1OC	-0.9%	-12%[10.9 µM]	-5%	6%
N#Cc1ccc(CSc2nnc(-c3cccc(S(=O)(=O)N4CCCCC4)c3)o2)cc1	1.4%	-13%	0%	0%
O=C(Cc1ccc(NC(=O)N2CCSc3ncccc32)cc1)NCc1ccccc1Cl	2.2%	-20%[10.9 µM]	3%	13%
CC1CCC(NC(=O)c2cc3c(s2)CS(=O)(=O)C3)CC1 (stereo not drawn)	-1.2%	10%	?	-2%

Fetched by compound from the entries so far, 2 records:
SMILES	IkB sig inh	Imprint erasure	p53ts 32C kill	p53ts 39C kill
CCS(=O)(=O)N1CCCc2cc(C(=O)Nc3cc([N+](=O)[O-])ccc3C)ccc21	2.0%	-18%[10.9 µM]	-29%	-25%
N#Cc1ccc(CSc2nnc(-c3cccc(S(=O)(=O)N4CCCCC4)c3)o2)cc1	1.4%	-13%	0%	0%

More results.
SMILES	IkB sig inh	Imprint erasure	p53ts 32C kill	p53ts 39C kill
O=C(Nc1ccc2c(c1)CCC2)c1cnn2c1NC(c1ccco1)CC2C(F)(F)F (stereo not drawn)	14%	-33%[inhibitor]	-14%	-8%
COc1ccc(-n2c(=O)c(CCc3ccccc3)nc3cnc(OC)nc32)cc1	0.3%[11.4 µM]	-12%	-3%	6%
Cc1cc(C)nc(Sc2ccc3nnc(C(F)(F)C(F)(F)C(F)(F)F)n3n2)n1	0.0%	-17%	-4%	-18%
Cc1c(C(=O)OC2CCCC2)[nH]c2c1C(=O)CC(c1ccc(C(C)(C)C)cc1)C2 (stereo not drawn)	0.6%	-7%[10.9 µM]	8%	-16%
Cn1c(=O)oc2cc(S(=O)(=O)N3CCCC(C(=O)N4CCN(c5ccc(Cl)cc5)CC4)C3)ccc21 (stereo not drawn)	?	-24%[10.9 µM]	-9%	-25%
CC1Cc2ccccc2N1C(=O)CSc1nnc2c(n1)[nH]c1ccc(F)cc12 (stereo not drawn)	/	/	-12%	3%
CC(C)Oc1ccc(Cn2c(-c3ccco3)n[nH]c2=S)cc1	/	/	2%	24%
N#Cc1ccc(C23CC4(C2)[C@H](CN(Cc2cccnc2)[C@@H]4c2ccccc2)C3c2ccccc2)cc1 (stereo partly drawn)	/	-15%	-11%	?
CC(=O)OC(C(=O)N1CCN(c2ccc(F)cc2)CC1)c1ccccc1 (stereo not drawn)	/	/	6%	11%
CN1/C(=C/C=N/n2cnnc2)C(C)(C)c2ccccc21	-0.2%	-7%	-9%	0%
COc1cc(-c2c(C#N)c(N)nc3c2c(C)nn3-c2ccc(C)c(C)c2)cc(OC)c1OC	-0.3%	-16%	9%	10%
CNc1nc(C)nc(-c2ccccc2O)n1	-7.4%	-4%	-6%	-12%
CCOC(=O)C1=C(Cn2cnc3ccccc32)NC(=O)NC1c1cc(C)ccc1C (stereo not drawn)	0.8%	-8%	7%	11%
COc1ccc(CN(Cc2ccccn2)S(=O)(=O)c2ccc(-n3cnnn3)c(OC)c2)cc1	0.9%	-11%	-1%	5%
CCSc1nc2c(c(=O)n(C)c(=O)n2C)n1Cc1ccc(Cl)cc1	?	-8%	3%	0%
COc1ccccc1C(=O)NC1(C(F)(F)F)C(=O)Nc2c1c(=O)[nH]c(=O)n2CCc1ccccc1 (stereo not drawn)	3.4%	2%[10.9 µM]	7%	30%
COc1cc(NC(=O)c2ccc(Cl)cc2)c(OC)cc1NC(=O)CN1CCOCC1	-4.0%	-10%	-7%	-6%
O=C(c1ccc2c(c1)N(Cc1cccc(F)c1)C(=O)c1ccccc1S2)N1CCOCC1	?	-19%[10.9 µM]	1%	8%
CCOC(=O)C(C)Sc1nc2ccccc2c(=O)n1CC (stereo not drawn)	-1.3%	-11%	5%	7%
CCc1c(C)nc(SCC(=O)CC(=O)OC(C)C)c(C#N)c1C	2.0%	-18%	-9%	3%
Cc1ccc(S(=O)(=O)N2CCC(C(=O)O)CC2)cc1C(=O)O	-1.3%	-10%	9%	9%
CCCCn1c(=NC(=O)c2cc3ccccc3o2)c(C(=O)OCC)cc2c(=O)n3ccccc3nc21	?	2%[10.9 µM]	3%	19%
COC(=O)c1ccccc1NC(=O)c1cc2n(n1)C(C(F)F)CC(C(F)F)N2 (stereo not drawn)	1.9%	-24%	9%	-1%
CCc1ccc(NC(=O)CC(c2cc(OC)c(OC)c(OC)c2)N2Cc3ccccc3C2=O)cc1 (stereo not drawn)	0.9%	6%[10.9 µM]	6%	-7%
CCOC(=O)CSc1nc(C2CC2)nc2ccccc12	0.7%	4%	-2%	20%
(more compounds)
SMILES	IkB sig inh	Imprint erasure	p53ts 32C kill	p53ts 39C kill
Cc1[nH]c2ccccc2c1C(=O)CN1CCN(C2CCCCC2)CC1	3.0%	-11%	2%	7%
CC(C)NC(=O)c1cc2ccccc2o1	/	/	-13%	13%
COc1ccc(CCN(C)CCc2ccc(OC)c(OC)c2)cc1OC	-0.3%&-0.5%	0%&-14%	-2%&-8%	-10%&-16%
COc1ccc(S(=O)(=O)c2c(C)c(NS(=O)(=O)c3ccccc3)cc(C)c2O)cc1	?	-14%[10.9 µM]	17%	14%
O=C(Nc1ccc(N2CCOCC2)c(Cl)c1)c1cccnc1	0.9%	-15%	-3%	-17%
Cc1onc(-c2ccccc2)c1C(=O)N1CCc2ccccc21	1.6%	-14%	-6%	-5%
CN(C(=O)CSc1cn(CC(=O)N2CCCCC2)c2ccccc12)c1ccccc1	1.1%	-14%[10.9 µM]	-6%	-12%
O=C(c1ccccc1)c1ccccc1C(=O)N1CCOCC1	2.4%	14%	-1%	0%
CCc1ccc(-c2nnn(Cc3nn[nH]n3)n2)cc1	-0.3%	/	-30%	?
Cc1cc(C)n2nc(CNC(=O)c3ccccc3Cl)nc2n1	?	11%[10.9 µM]	-7%	4%
N#Cc1c(N)c(C(=O)c2ccc(Cl)cc2)n2c1CCC2	-0.4%	12%	5%	13%
COc1ccc(NC(=O)CNS(=O)(=O)c2ccc(Cl)cc2)cc1	/	/	-13%	31%
COc1ccc(-c2cn3cccnc3n2)cc1NC(=O)Nc1ccc(Cl)cc1	?	-2%[10.9 µM]	-4%	?
COc1ccc(NC(=O)c2ccc(C(=O)c3ccccc3)o2)cc1	0.4%	-19%	-9%	-7%
Cc1cc2nc3c(c(=O)n2[nH]1)CCCC3	-0.9%	?	-5%	-6%
CCn1c(=N)n(CC(O)COc2cccc(C)c2)c2ccccc21 (stereo not drawn)	1.2%	-24%	-2%	-19%
COc1ccc(OC)c(CNC(=O)Cc2c(C(=O)O)[nH]c3ccccc23)c1	4.2%	-4%	-4%	-3%
CCOc1cccc2c1OC1(C)CC2NC(=O)N1c1cccc(Cl)c1 (stereo not drawn)	2.6%	-16%	9%	-3%
Nc1nc(-c2ccc3ccccc3c2)cc(-c2cc(-c3ccc4ccccc4c3)nc(N)n2)n1	0.7%[11.4 µM]	2%[10.9 µM]	-4%[9.22 µM]	12%[9.22 µM]
COc1ccc(OCC(=O)NCC(c2ccc(OC)cc2)N2CCOCC2)cc1 (stereo not drawn)	-0.4%	-7%[10.9 µM]	5%	-10%
O=C(N1CCOCC1)C12CC3CC(C1)CC(C(=O)N1CCOCC1)(C3)C2	-1.3%	18%	-4%	-5%
CCC(C(=O)Nc1ccc(C)c(C)c1)n1c(=O)c(C(F)(F)F)nc2ccccc21 (stereo not drawn)	-1.2%	7%[10.9 µM]	-1%	-1%
Cn1c(=O)c2c(nc(SCC(=O)NCc3ccc4c(c3)OCO4)n2Cc2ccc(F)cc2)n(C)c1=O	/	/	-5%	16%
COc1ccc(-n2ncc3c(N4CCCc5ccccc54)ncnc32)cc1	?	-17%	10µM*	10µM*
CN(C)Cc1cc(C(C)(C)C)c(O)c(C(C)(C)C)c1	0.8%	1%	0%	5%
Later entries.
SMILES	IkB sig inh	Imprint erasure	p53ts 32C kill	p53ts 39C kill
O=C(Nc1cccnc1)c1cc(-c2ccccc2)on1	/	/	-12%	-5%
Cc1cccc(C)c1OCCCCn1c(C2CC(=O)N(c3ccc(F)cc3)C2)nc2ccccc21 (stereo not drawn)	?	6%[10.9 µM]	8%	-16%
CCn1ccc2cc(S(=O)(=O)N3CCCN(C(=O)Nc4ccc(C)cc4Cl)CC3)ccc21	0.6%	-10%[10.9 µM]	8%	-17%
Nc1c(C(=O)Nc2cccc(C(F)(F)F)c2)c2ccccn2c1C(=O)c1ccccc1	0.0%	-5%[10.9 µM]	4%	-2%
COc1ccc(Cn2c(=O)[nH]c3cc(C(=O)NCCCN4CCCC4)ccc3c2=O)cc1	-0.3%	-35%[inhibitor]	-6%	0%
CCOc1ccccc1N1CC(c2nc3ccccc3n2CCOc2ccc(OC)cc2)CC1=O (stereo not drawn)	?	-6%[10.9 µM]	14%	-20%

From PubChem BioAssay

Compounds were not picked by outcome; overall some 1.7% were active at least once.
